# Screening data from PubChem BioAssay.
# PriA SSB inh = blocks PriA binding to SSB C-terminal tail; AlphaScreen SSBct-PriA binding, biotinylated peptide; inhibition, % at 33 µM; actives 0.6% (n = 430,000); AID 1272365; in the data active = inhibition mostly above about 37%, no sharp cut-off; inactive = mostly below about 20%;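 also: plate controls were negative control peptide for no effect and reference peptide for full effect; strong numbers were not always called active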
# * = called active by the depositor; & = joins results of further samples. Some of the compounds tested. The share of hits here may be higher or lower than overall.
SMILES	PriA SSB inh
Cc1csc(C(=O)N2CCSC2c2cccc(F)c2)c1 (stereo not given)	-33
O=C(CCn1c(=O)[nH]c2ccccc2c1=O)NCCc1c[nH]c2ccccc12	-2
NCc1nc2ccccc2[nH]1	-8
COc1ccc(NC(=O)CSc2cc(C)nc(-c3cccnc3)n2)cc1OC	-8
O=C(CCC1CCCC1)Nc1ccc2c(c1)N(C(=O)c1ccco1)CC2	4
Cn1cc(S(=O)(=O)Nc2ccccc2-c2cn3ccsc3n2)cn1	-3
O=C(NCCn1ccnc1-c1ccccn1)c1c(F)cccc1Cl	4
Cc1cc(OC2CCN(S(=O)(=O)c3ccccc3Br)CC2)cc(=O)n1C	-8
COc1ccc(S(=O)(=O)N2CCOC(c3ccccc3)C2)c(C)c1 (stereo not given)	-25
O=C(NCC1CCCN1c1nc2ccccc2o1)c1cc2cc(F)ccc2s1 (stereo not given)	-6
C=CCN1C(=O)C(C)(C)COc2cc(NC(=O)c3ccc(C(C)(C)C)cc3)ccc21	10
O=C(COc1ccc(F)cc1)NCC1CCN(C(=O)c2ccncc2)CC1	-2
O=C(Cc1c[nH]c2ccccc12)NCCN1Cc2cc(Cl)ccc2OCC1=O	2
COc1cccc(C=NNc2ccc([N+](=O)[O-])cc2)c1O	2
O=C(CCCSc1ccc(Cl)cc1)Nc1ccccc1Oc1ccccc1	-20
Cc1cnc(NC(=O)c2ccc(-n3cncn3)nn2)s1	-22
O=C(NN=Cc1cc([N+](=O)[O-])ccc1N1CCOCC1)c1ccccn1	3
Cc1ccc(-n2ncc3c(=O)n(CC(=O)NCC4CCCO4)cnc32)c(C)c1 (stereo not given)	-16&9
Cc1cc(C=NNC(=O)c2ccncc2)c(C)n1-c1ccccc1	5
CSc1nnc2n(CCC(=O)NCC(C)C)c(=O)c3ccccc3n12	-8
Cc1cc2ncc(CCCNC(=O)CCc3ccc(Cl)c(Cl)c3)cn2n1	-3
ON=Cc1cn(-c2ccc(Cl)cc2)nn1	-12
Cc1c(Cl)cccc1S(=O)(=O)NCC[C@H](O)c1ccoc1	5
O=C(Oc1ccc(C=Nc2ccccc2Br)cc1)c1ccccn1	27
CCOc1ccc(C)cc1S(=O)(=O)Nc1ccc2c(c1)CCC(=O)N2C	-10
COc1ccccc1C(=O)n1nc2c3c(cccc31)C(=O)c1ccccc1-2	-6
COC1(CNS(C)(=O)=O)CCSC1 (stereo not given)	-12
COc1ccccc1C(=O)NCCOc1ccc2nnc(-c3ccccc3OC)n2n1	-1
CCCCCOC(=O)CCN1C(=O)/C(=C\c2ccco2)SC1=S	25
O=C(NC[C@H](O)c1ccc(C(F)(F)F)cc1)c1cc(Br)cs1	3
O=C(CCCSc1ccc(F)cc1)Nc1nc2c(s1)Cc1ccccc1-2	6
COc1ccc(S(=O)(=O)NCCNC(=O)c2ccc(NC(C)=O)cc2)cc1C	-11
COC(=O)c1cc(-c2ccc(F)cc2F)on1	-5
CCOC(=O)N1CCc2c(sc(NC(=O)c3coc4ccccc4c3=O)c2C(N)=O)C1	-5
COc1ccc(F)cc1S(=O)(=O)NCC#CCN(C)Cc1ccccc1	-8
Cc1ccc(-c2cnc(SCc3ccc(F)cc3)n2-c2ccc(OC(F)(F)F)cc2)cc1	-15
CCCCN(C)S(=O)(=O)c1ccc(C(=O)Nc2nc3c(Br)cccc3s2)cc1	-14
Cc1nnc(NC(=O)CCc2csc(NC(=O)c3ccc(Cl)cc3)n2)s1	-1
O=S(=O)(NCCNc1cc(-n2cccc2)ncn1)c1cccs1	8
O=C1CC(C(=O)O)SC(=NNC(=O)c2ccc(F)cc2)N1 (stereo not given)	4
CCC(Sc1nc2ccccc2c2nc(-c3ccccc3)nn12)C(=O)Nc1cccc(OC)c1 (stereo not given)	-33
COCC(C)(O)CNS(=O)(=O)c1cccc(Cl)c1 (stereo not given)	6
Cc1cc(NC(=O)Cc2ccc(Cl)cc2)n(-c2nc(-c3cccs3)cs2)n1	-10
COc1ccc2c(=O)c(Oc3ccc(C(=O)N4CCN(c5cccc(Cl)c5)CC4)cc3)coc2c1	-19
Cc1onc(-c2ccccc2Cl)c1C(=O)N(c1ccc(C(C)C)cc1)C1C=CS(=O)(=O)C1 (stereo not given)	6

# Reformatted with each value named: entries from further up
> Cc1ccc(-c2cnc(SCc3ccc(F)cc3)n2-c2ccc(OC(F)(F)F)cc2)cc1
  PriA SSB inh: -15
> Cc1nnc(NC(=O)CCc2csc(NC(=O)c3ccc(Cl)cc3)n2)s1
  PriA SSB inh: -1
> COCC(C)(O)CNS(=O)(=O)c1cccc(Cl)c1 (stereo not given)
  PriA SSB inh: 6
> CCOC(=O)N1CCc2c(sc(NC(=O)c3coc4ccccc4c3=O)c2C(N)=O)C1
  PriA SSB inh: -5

# Going on with the list:
SMILES	PriA SSB inh
O=S(=O)(NCCOc1ccccc1)c1ccccc1C(F)(F)F	-15
O=C(Nc1ccccc1Cc1nc(-c2cccs2)no1)c1ccccc1Br	-8
COc1cccc2c(SCC(=O)NN=Cc3ccc(O)c(O)c3)cc(C)nc12	3
O=C(Nc1cnc(-n2cccn2)nc1)Nc1ccc(F)c(Cl)c1	-23
O=C(CCc1ccccc1)N1CCC(COc2nc3ccccc3s2)CC1	2
Cc1ccc(-n2c(Cc3cccn3C)nnc2SCC(=O)Nc2ccc(C)c(Cl)c2)cc1	28
O=C(c1cc(-c2cccnc2)on1)N1CCCC(Cc2nc(-c3ccsc3)no2)C1 (stereo not given)	-11
O=C(CNC(=O)OCc1ccccc1)Nc1ccccc1Cc1nc(-c2ccco2)no1	-10
COC1(CNC(=O)c2cc(-c3ccccc3)on2)Cc2ccccc2C1	-7
O=C(Cn1nnc2ccccc21)NC(c1cccnc1)C1CCOCC1 (stereo not given)	8
COc1ccc(Cl)cc1C(=O)NCc1ccc(C(=O)c2ccsc2)s1	-8
COc1ccc(OC)c(S(=O)(=O)NCCCn2nc(-c3ccc(F)cc3)ccc2=O)c1	-3
Nc1cncc2cccnc12	-8
Cc1cn2nc(C(=O)Nc3ccc(S(C)(=O)=O)cc3)cc2c(=O)[nH]1	-14
Cc1ncn(CCNC(=O)[C@H](C)Oc2ccccc2F)c(=O)c1C	-1

# (listing goes on)
compound | PriA SSB inh
CC(=O)Nc1ccccc1NC(=O)CC(C)=NNC(=O)c1ccc([N+](=O)[O-])c(Cl)c1 | -3
CN(C)/C=C(\C#N)C(=O)NN=Cc1ccc(F)cc1 | 6
O=C(Nc1nnc(-c2ccc(Cl)cc2)o1)c1ccc(Br)cc1 | 1
C=CCCC(=O)N1CCCC[C@H]1c1cc(C(N)=O)n[nH]1 | -17
COCCN(Cc1ccoc1)S(=O)(=O)c1ccc(F)cc1C | 11
COC(=O)Nc1ccc(S(=O)(=O)NCc2ccc(C(=O)c3ccco3)s2)cc1 | -11
CSc1cccc(NC(=O)Cn2c(=O)c3nnc(C(C)C)n3c3ccccc32)c1 | -5
CCNC(=S)NCCC1=c2ccccc2=NC1=Cc1c(O)n(C)c(=O)n(C)c1=O | 1
COc1ccc(-c2ccc(=O)n(Cc3nc(-c4cccc(C(F)(F)F)c4)no3)n2)cc1OC | -16
CCc1ccc(NC(=Nc2nc(C)cc(C)n2)NC(C)=O)cc1 | -14
COC(=O)c1ccc(CSc2nnc(C)c3cnn(-c4ccc(C)c(C)c4)c23)o1 | -4
CC(C)(C)c1nnc(N2CCOCC2)[nH]c1=O | 6
C=CCNC(=O)N1CCN(Cc2nc3ccccc3[nH]2)CC1 | -1
COc1ccccc1CCNC(=O)NC1CC(=O)N(c2ccccc2)C1 (stereo not given) | 4
C[C@](O)(CNC(=O)C1(c2ccccc2)CCOCC1)c1ccc(-c2ccccc2)cc1 | -14
Brc1ccc(C=NNc2ccccn2)cc1 | -1
Cc1cc(C(=O)Nc2nc(C(=O)Nc3nnc(C)s3)co2)no1 | -7
Cn1nnn(-c2ccc(NC(=O)CCc3ccccc3)cc2)c1=O | -10
COC(=O)C1CCN(C(=O)c2cc3c(=O)n4cc(C)ccc4nc3n2C)CC1 | -2&10
COCCN(Cc1ccoc1)C(=O)C(C)(C)C | -13
COc1cccc(CNC(=O)CSc2ncc(-c3cccc(Br)c3)o2)c1OC | -10&-7
O=C(CCc1csc(NC(=O)NC2CCCCC2)n1)Nc1nc2ccccc2s1 | 1
O=C(Nc1c[nH]c(=O)[nH]c1=O)c1ncc(-c2ccccc2)o1 | -13
Cn1c(C2CCN(S(C)(=O)=O)CC2)nn(CC(=O)NCC2CCCO2)c1=O (stereo not given) | 0
CC(=O)c1cc(C)ccc1OC(=O)c1ccc(Br)cc1 | -10
O=C(NCc1ccco1)c1n[nH]n2c1nc(=O)c1cc(Cl)ccc12 | -5
CCOc1ccccc1-n1nnc2c(=O)n(Cc3nc(-c4cccc(C)c4)no3)cnc21 | -4
O=C(c1ccc(Cl)s1)N1CCC(c2nnc(-c3ccsc3)o2)CC1 | 3
N#Cc1ccccc1NC(=O)C1CCCN1S(=O)(=O)c1ccc(Cl)s1 (stereo not given) | -15
O=C(CSCc1ccccc1)N1CCN(C(=O)c2cnn3c2CCCC3)CC1 | -4

# Reformatted as labelled records: part of the list above.
> COCCN(Cc1ccoc1)S(=O)(=O)c1ccc(F)cc1C
  PriA SSB inh = 11
> COC(=O)C1CCN(C(=O)c2cc3c(=O)n4cc(C)ccc4nc3n2C)CC1
  PriA SSB inh = -2&10
> COc1cccc(CNC(=O)CSc2ncc(-c3cccc(Br)c3)o2)c1OC
  PriA SSB inh = -10&-7

# Carrying on.
compound | PriA SSB inh
Cc1nnc(NC(=O)CCN2C(=O)c3ccccc3S2(=O)=O)s1 | 5
COc1ccc(C)c2sc(N(CCN(C)C)C(=O)CCOc3ccccc3)nc12 | 15
O=C(N[C@H]1CCS(=O)(=O)C1)c1cccc(Cl)c1 | -2
Cc1ccccc1-c1nc(C)c(CNC(=O)c2c[nH]c(=O)[nH]2)s1 | -1
O=C(NCC(=O)N1CCOC(c2ccccc2)C1)C(=O)Nc1ccc(F)c(Cl)c1 (stereo not given) | -10
Cn1cc(S(=O)(=O)N2CCC(c3ccc4c(c3)OCO4)C2)cn1 (stereo not given) | -12
Cc1nc(CCn2cnc3cc(C)c(C)cc32)no1 | 4
CCN(CC)S(=O)(=O)c1ccc(NN=Cc2ccc(O)cc2)nc1 | -1
COc1ccc(CC(=O)NCCCS(=O)(=O)N2CCN(c3ccccn3)CC2)cc1 | 6
COc1ccc(NC(=O)Cc2ccc(Cl)cc2)cc1N1CCCCC1=O | -10
Cc1ccc2nc(Nc3ccncc3)nc(-c3ccccc3)c2c1 | 0
Cc1cccc(COC(=O)c2nnn(-c3ccc(C)c(F)c3)c2C)c1 | -7
O=C(NCC1(c2cccs2)CCCC1)C(=O)Nc1ccc(Cl)c(N2CCCS2(=O)=O)c1 | -4
CCOc1cnc(C(=O)NNC(=O)c2ccccc2Cl)o1 | -7
COc1ccc(NC(=O)c2cccc(S(=O)(=O)N3CCOCC3)c2)c(OC)c1 | -4
COc1cc([N+](=O)[O-])ccc1NC(=O)c1ccc(Br)s1 | 4
CCCCC(=O)Nc1c(C)nc2ccccn2c1=O | -13
CCSc1ccccc1C(=O)NCC(OC)c1ccco1 (stereo not given) | -26
O=C(NCc1ccccc1Cl)C(=O)Nc1ccon1 | -5
COC(=O)N1CCC(CNC(=O)c2ccsc2)CC1 | -8
O=C(NCc1cc(-c2cccs2)on1)c1ccccn1 | -8
O=C([C@H]1CC(=O)N(C2CCOCC2)C1)N1CCN(C2CCCCC2)CC1 | 4
CCCc1cc(=O)[nH]c2nnc(SC(CC)C(=O)OCC)n12 (stereo not given) | 0
CS(=O)(=O)c1ccc(CC(=O)Nc2nc(-c3ccc(Cl)s3)cs2)cc1 | -12
CC(O)CN1CCN(C(=O)NCc2cccc3ccccc23)CC1 (stereo not given) | -3
Cc1nnsc1C(=O)N1CCN(c2cc(C3CC3)nn2C)CC1 | -15
Cc1nc2ccc(C(=O)NC3CCN(c4nccs4)C3)cc2s1 (stereo not given) | 9
Cn1c(CN2CCOCC2)nc2ccccc21 | 7
COc1cccc(CSc2nc(CC(=O)Nc3ccc(C(N)=O)cc3)cc(=O)[nH]2)c1 | -13
CCc1cc(=O)n(CC(=O)Nc2cccc(SC)c2)c(-c2ccncc2)n1 | -7
COc1ccc(S(=O)(=O)C2CCN(C(=O)c3cc(C)cs3)CC2)cc1 | -6
O=C(CN1C(=O)CCC1=O)Nc1nnc(-c2cccnc2)o1 | -12
COc1ncc(NC(=O)c2ccccc2Cl)c(OC)n1 | -12
COc1ccc(CCNC(=O)NCC(c2ccc3c(c2)CCN3C)N2CCCC2)cc1 (stereo not given) | 36
Cn1c(=O)[nH]cc(C(=O)Nc2ccc(Br)cc2F)c1=O | 4
CN1CCN(C(=O)CN2C(=O)c3cccc4cccc(c34)C2=O)CC1 | 7
O=C1C(=NS(=O)(=O)c2cccs2)C([n+]2ccccc2)=C([O-])c2ccccc21 | 3&9
CCOc1ccc(S(=O)(=O)N2CCC(N3CCC[C@@H]3CO)CC2)cc1F | -6
O=C(Nc1cccc(-c2ccc3nnc(-c4cccs4)n3n2)c1)c1ccccc1 | -5
CC(C)c1ccc(S(=O)(=O)c2cnc(SCC(=O)Nc3ccc4c(c3)OCCO4)nc2N)cc1 | 3
Cc1ccc(Cl)c2sc(NC(=O)c3cccc(N4C(=O)CCC4=O)c3)nc12 | -5
COC(=O)CSc1nnc(CNC(=O)c2ccco2)n1C | -11
O=C(NN=C/C=C/c1ccco1)C(O)c1ccccc1 (stereo not given) | -8
Cc1ccc(-c2noc(-c3c[nH]c4ccc(S(=O)(=O)NC(C)C)cc4c3=O)n2)cc1 | -7

# Exported with each value named: entries from further up.
> COc1ccc(CCNC(=O)NCC(c2ccc3c(c2)CCN3C)N2CCCC2)cc1 (stereo not given)
  PriA SSB inh: 36
> Cn1c(=O)[nH]cc(C(=O)Nc2ccc(Br)cc2F)c1=O
  PriA SSB inh: 4
> CN1CCN(C(=O)CN2C(=O)c3cccc4cccc(c34)C2=O)CC1
  PriA SSB inh: 7
